High-throughput results deposited in PubChem BioAssay by The Scripps Research Institute Molecular Screening Center.
V1R ag counter: V1a receptor agonism, counter-screen for OXTR agonists; P37288; CHO-V1R cells, Fluo-8 calcium fluorescence, agonist mode; 0% DMSO, 100% 3 nM vasopressin; activation, % at 3 µM; 320,000 compounds, 0.25% hits; AID 2797;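 active = activation above the mean activation of all tested compounds plus 3 SD, per screening run, cut at about 20% in these data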;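 also: signal is peak over basal fluorescence ratio across a 100 second FLIPR read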
M1 PAM parental: M1 PAM counterscreen hit in parental CHO-K1 cells; ATP EC20, Fluo-8 calcium fluorescence; 0% at ATP EC20, 100% at ATP max; activation, % at 3 µM; 360,000 compounds, 0.02% hits; AID 602247;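 active = activation above the run cutoff, the mean activation of all test compounds plus 3 SD, cut at about 40% in these data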;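 also: peak over basal fluorescence ratio in a 140 s read after ATP addition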
CHO parental Ca: signal in parental CHO cells, OX1R antagonist counter-screen. parental CHO-K1, ATP-induced calcium, Fluo-8 fluorescence. inhibition, % at 5.6 µM. 330,000 compounds, 0.63% hits;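 active = inhibition above that plate's mean sample inhibition plus 3 SD, cut at about 26% in these data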;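 also: 0% = ATP-challenged DMSO wells and 100% = DMSO wells without ATP; some compounds past the cut are filed as inactive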
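Material – parental CHO cells · Reagent – ATP stimulus · Compound – single nominal dose of 5.6 µM per compound · Detection – Fluo-8 fluorescence · Read-out basis – percent inhibition of calcium signal · Controls – ATP-challenged DMSO wells low, unchallenged DMSO wells high · Repeats – no replicates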
GPR7 antag: antagonists of human GPR7 (neuropeptides B/W receptor 1). P48145. GPR7-expressing cells, fluorescence antagonist assay. inhibition, % at 4.4 µM. 290,000 compounds, 1.1% hits. AID 1861; in the data active = inhibition above about 16%, passing the limit was not always enough;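 also: cells stimulated with the agonist NPW; 0% = agonist with vehicle and 100% = vehicle without agonist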
Target sequence (P48145 whole entry, looked up): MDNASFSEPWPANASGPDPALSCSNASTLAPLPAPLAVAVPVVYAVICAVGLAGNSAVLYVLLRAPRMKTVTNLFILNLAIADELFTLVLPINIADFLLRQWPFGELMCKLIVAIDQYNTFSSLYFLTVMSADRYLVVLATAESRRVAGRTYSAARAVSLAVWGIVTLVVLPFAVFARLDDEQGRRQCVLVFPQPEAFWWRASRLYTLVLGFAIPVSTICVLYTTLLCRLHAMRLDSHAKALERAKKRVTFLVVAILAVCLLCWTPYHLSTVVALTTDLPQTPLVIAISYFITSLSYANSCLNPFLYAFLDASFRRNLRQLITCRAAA
OXTR potentiator: human OXTR potentiation; P30559; CHO-OTR cells, Fluo-8 calcium fluorescence, potentiator mode; 0% = oxytocin EC15, 100% = EC100; activation, % at 3 µM; 320,000 compounds, 0.061% hits; AID 2445;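 active = activation above that plate's cutoff, the mean activation of tested compounds plus 3 SD, cut at about 6.6% in these data, passing the limit was not always enough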;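 also: 100% uses oxytocin at 75 nM as the full agonist control; some results filed as inactive read as strong as hits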
Target sequence (P30559 whole entry, looked up): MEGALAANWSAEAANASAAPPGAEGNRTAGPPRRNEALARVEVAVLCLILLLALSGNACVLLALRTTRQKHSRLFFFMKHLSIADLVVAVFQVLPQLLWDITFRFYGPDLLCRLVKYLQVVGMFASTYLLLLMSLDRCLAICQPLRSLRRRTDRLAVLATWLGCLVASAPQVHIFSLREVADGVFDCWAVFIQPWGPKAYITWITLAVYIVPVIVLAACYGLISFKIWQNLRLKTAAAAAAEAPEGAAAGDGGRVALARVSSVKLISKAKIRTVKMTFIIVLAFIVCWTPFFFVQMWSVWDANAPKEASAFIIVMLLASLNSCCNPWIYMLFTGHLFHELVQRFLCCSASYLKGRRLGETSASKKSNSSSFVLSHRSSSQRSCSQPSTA
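Replication – single well per compound, singlicate · Assay system – CHO cell line stably expressing human OTR · Timing – 6 min pre-incubation, 100 s read · Measure – normalized max/min fluorescence ratio, % activation · Doses – 3.0 µM, one dose · Detection – Fluo-8 calcium dye fluorescence · Probe or stimulus – oxytocin near EC15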
CHO-K1 Ca antag: counter-screen for M1 antagonists: effect in parental CHO-K1 cells. 360,000 compounds, 0.6% hits. ATP-induced calcium, Fluo-8 fluorescence. inhibition, % at 3 µM. AID 602250;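 active = inhibition above a per-plate cutoff, the plate's mean sample inhibition plus 3 SD, cut at about 24% in these data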;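 also: 0% = DMSO plus EC80 ATP and 100% = DMSO alone without ATP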
CHO-K1 Ca ag: M1 agonist counterscreen hit in parental CHO-K1 cells; 360,000 compounds, 0.48% hits; Fluo-8 calcium fluorescence; scaled to maximal ATP response, vehicle zero; activation, % at 3 µM; in the data active = activation above about 15%;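 also: untransfected CHO-K1 host cells lacking M1 receptor as counterscreen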
TAAR1 antag: human TAAR1 antagonism. CHO RD-HGA16 TAAR1, Fluo-8 calcium fluorescence, antagonist. inhibition, % at 3 µM. 360,000 compounds, 1.5% hits. AID 624466;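 active = inhibition above a per-plate cutoff, the mean inhibition of test compounds on that plate plus 3 SD, cut at about 49% in these data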;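 also: 0% = DMSO plus EC80 beta-PEA response and 100% = DMSO alone without agonist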
Target sequence (Q96RJ0 whole entry, looked up): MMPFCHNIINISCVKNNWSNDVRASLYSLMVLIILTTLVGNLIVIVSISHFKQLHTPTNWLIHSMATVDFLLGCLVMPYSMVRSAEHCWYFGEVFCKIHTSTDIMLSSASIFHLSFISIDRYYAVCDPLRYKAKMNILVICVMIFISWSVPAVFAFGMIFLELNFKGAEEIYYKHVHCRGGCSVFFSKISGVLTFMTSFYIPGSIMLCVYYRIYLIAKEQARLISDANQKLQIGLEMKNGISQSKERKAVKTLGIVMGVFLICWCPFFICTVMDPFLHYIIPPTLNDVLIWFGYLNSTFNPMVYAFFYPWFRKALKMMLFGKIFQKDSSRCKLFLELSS
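Material: RD-HGA16 CHO cells with stable hTAAR1 and Gα16; Dosing: single nominal final test compound concentration of 3 µM; Schedule: seeding 17-24 h prior, 75-min 37 °C, 30-min RT dye loading; Detection: kinetic Fluo-8 calcium fluorescence measurement; Measure: % inhibition from peak post-agonist over basal fluorescence ratio; Benchmarks: vehicle and agonist controls.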
OXTR agonist: agonists of human oxytocin receptor. AID 2435. P30559. 320,000 compounds, 0.32% hits. CHO-OTR cells, Fluo-8 calcium fluorescence; normalized: DMSO 0%, oxytocin 100%. activation, % at 3 µM;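 active = activation above the mean of all tested compounds plus 3 SD, cutoff set per screening run, cut at about 20% in these data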;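 also: peak over basal fluorescence ratio from a 100 s FLIPR kinetic read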
Starred values were filed as active, the others as inactive; . = not tested or not shown.

(1) CNC(=O)c1c(NC(=O)c2ccc(S(=O)(=O)N3CCCC3)cc2)sc2c1CCN(C(C)C)C2
(2) O=C(NCc1ccccn1)c1cccc(S(=O)(=O)N2CCCCC2)c1
(3) CC1(C)CCCC2=C1CC1C(=O)N(O)C(=O)C1C2 (stereo not drawn)
(4) CCOc1ccc(NS(=O)(=O)c2cnc(Cl)c(Cl)c2)cc1
(5) O=S(=O)(NCCSc1ccccn1)c1ccc(Br)cc1
(6) CC(C)OC(=O)c1cc(NC(=O)C2C3C=CC(O3)C2C(=O)O)cc(C(=O)OC(C)C)c1 (stereo not drawn)

compound no.,1,2,3,4,5,6
V1R ag counter,9.0,0.4,-0.2,0.8,-0.3,-0.4
M1 PAM parental,.,-1,10,21,14,-1
CHO parental Ca,-2,4,-3,-5,-14,-12
GPR7 antag,0,.,5,7,0,-11
OXTR potentiator,-15,-4,-7,-7,0,-7
CHO-K1 Ca antag,.,1,-1,-10,-5,-9
CHO-K1 Ca ag,.,0.3,0.0,3.1,0.2,-1.4
TAAR1 antag,1,-12,5,6,-8,-16
OXTR agonist,7.4,0.9,1.3,-1.3,-1.3,-0.2

(7) O=C(/C=C/[C@H]1O[C@@H](n2ccc(=O)[nH]c2=O)[C@H](O)[C@@H]1O)N1CCN(Cc2ccc(F)cc2)CC1
(8) CNC(=S)N/N=C1\C(=O)c2cccc3cccc1c23
(9) COc1ccc(OC)c(CNC(=O)CCn2nc(C)c3c(C)n(-c4ccccc4)nc3c2=O)c1
(10) CN(C)CCCN1C(=O)C(O)=C(C(=O)c2cc3ccccc3o2)C1c1ccccc1 (stereo not drawn)
(11) CC(Sc1ccc(Cl)cc1)C(=O)NCc1cccnc1 (stereo not drawn)
(12) Cc1c(NC(=O)Nc2ccccc2Cl)c(=O)n(-c2ccccc2)n1C

compound no.,7,8,9,10,11,12
V1R ag counter,.,-0.5,0.7,-0.7,0.5,0.7
M1 PAM parental,2,29,7,9,3,-5
CHO parental Ca,.,-19,-1,4,-7,-6
GPR7 antag,.,1,19,-10,-6,-10
OXTR potentiator,.,-13,2,-7,-2,-3
CHO-K1 Ca antag,-16,-13,2,-3,-9,-4
CHO-K1 Ca ag,0.0,0.8,-0.1,-0.2,0.3,0.1
TAAR1 antag,-15,19,-17,-3,-3,2
OXTR agonist,.,-2.1,4.8,-0.8,0.1,0.8

(13) COC(=O)/C(=N/Nc1ccccc1C)Sc1nnc(C(O)c2ccccc2)n1-c1ccccc1 (stereo not drawn)
(14) COc1ccc(-n2c(CNC(=O)c3cc(OC)c(OC)c(OC)c3)n[nH]c2=S)cc1
(15) CCC(=O)N1CCC1(C)C(=O)Nc1cccc(OC)c1OC (stereo not drawn)
(16) CCCOc1ccc(C(CC(=O)O)NC(=O)Cc2ccccc2)cc1 (stereo not drawn)
(17) O=C1CN(C(=O)COc2ccc(Br)cc2F)c2ccccc2N1
(18) Cc1cc(C(F)(F)F)n(-c2nc(C(=O)O)cs2)n1

compound no.,13,14,15,16,17,18
V1R ag counter,-0.4,-0.2,.,-0.6,0.1,1.8
M1 PAM parental,-5,17,-1,-10,2,-1
CHO parental Ca,-18,5,.,-4,-13,-2
GPR7 antag,-1,6,.,0,-8,-6
OXTR potentiator,-9,2,.,3,-3,8
CHO-K1 Ca antag,7,-9,1,-3,1,3
CHO-K1 Ca ag,-0.2,0.2,0.4,1.1,0.6,0.3
TAAR1 antag,6,2,-20,-2,-19,-4
OXTR agonist,-0.2,1.2,.,0.9,-0.3,0.9

(19) Cc1ccc(NC(=O)CCc2nc3sc4c(c3c(=O)[nH]2)CCCC4)nc1
(20) COc1cccc(C(=O)N2CCC(O)(c3cccnc3)CC2)c1
(21) CCC(=O)c1ccc(OCC(=O)OCC(=O)NCCCc2ccccc2)cc1
(22) Cc1cc(C)cc(C(=O)NCC(=O)OCc2cc([N+](=O)[O-])cc3c2OCOC3)c1
(23) CCOC(=O)C1=C(C)NC(C)=C(C(=O)OCC)C1c1cc2ccc(C)cc2[nH]c1=O
(24) O=C(COc1ccc2ccccc2c1)NNC(=O)c1cccs1

compound no.,19,20,21,22,23,24
V1R ag counter,1.1,1.2,-0.4,-1.3,0.4,3.4
M1 PAM parental,-8,-10,-3,4,16,8
CHO parental Ca,-6,-1,-6,-14,-32,-11
GPR7 antag,.,16,.,4,3,-1
OXTR potentiator,1,-3,0,0,-6,-6
CHO-K1 Ca antag,-3,14,-5,-4,-6,3
CHO-K1 Ca ag,2.6,0.5,0.7,1.9,0.1,0.5
TAAR1 antag,.,-9,1,27,-8,2
OXTR agonist,1.6,0.3,-1.4,-2.4,-0.1,1.8

(25) OC(CNCc1ccco1)Cn1c2ccc(Br)cc2c2cc(Br)ccc21 (stereo not drawn)
(26) COc1cc(C(=O)N(CCCO)Cc2cc3ccc(C)c(C)c3[nH]c2=O)cc(OC)c1OC
(27) Oc1ccc(-c2csc(-c3cccnc3)n2)c(O)c1
(28) O=C(CSc1nccc(=O)[nH]1)Nc1ccccc1Sc1ccccc1
(29) O=C(Nc1c(C(=O)N2CCCCC2)cnn1-c1ccccc1)c1ccccc1
(30) COC(=O)c1cccc(NC(=O)NC23CC4CC(CC(C4)C2)C3)c1

compound no.,25,26,27,28,29,30
V1R ag counter,0.5,1.3,-0.2,2.2,-0.8,2.2
M1 PAM parental,8,22,25,7,3,-3
CHO parental Ca,-4,-5,-4,4,-14,-5
GPR7 antag,-5,-10,-8,-1,-11,5
OXTR potentiator,-1,-3,-10,-17,-6,-20
CHO-K1 Ca antag,-6,-5,-11,4,-4,10
CHO-K1 Ca ag,0.6,0.4,1.8,4.4,0.2,0.0
TAAR1 antag,33,-6,8,8,15,28
OXTR agonist,2.0,0.4,0.3,-0.7,-1.0,2.6

(31) CC1(CCc2ccccc2)NC(=O)N(CC(=O)Nc2c(F)cccc2F)C1=O (stereo not drawn)
(32) COc1ccccc1NC(=O)C1CCN(C(=O)NCc2ccccc2)CC1
(33) O=C(CCc1ccccc1)Nc1ccccc1
(34) COc1ccc(-c2sc3cc4c(cc3c2-c2ccc(OCCN3CCCCC3)cc2)OCO4)cc1
(35) C/C(N)=C(/C#N)C(=O)CN1C(=O)NC(Cc2c[nH]c3ccccc23)C1=O (stereo not drawn)
(36) CC1(C)CC(=O)c2sc(NC(=O)c3ccc4ncsc4c3)nc2C1

compound no.,31,32,33,34,35,36
V1R ag counter,-0.3,0.5,0.5,.,0.9,1.5
M1 PAM parental,10,-2,0,10,0,2
CHO parental Ca,-14,-10,-4,-4,5,-6
GPR7 antag,.,-4,-12,.,5,-6
OXTR potentiator,5,-3,4,.,-10,-6
CHO-K1 Ca antag,-7,-13,-3,-6,12,-4
CHO-K1 Ca ag,0.0,0.6,-0.3,0.6,4.4,1.0
TAAR1 antag,2,12,4,.,-11,0
OXTR agonist,0.4,0.0,-0.2,.,-0.1,0.5

From compound 23 up to 33, copied from above:
(23) CCOC(=O)C1=C(C)NC(C)=C(C(=O)OCC)C1c1cc2ccc(C)cc2[nH]c1=O
(24) O=C(COc1ccc2ccccc2c1)NNC(=O)c1cccs1
(25) OC(CNCc1ccco1)Cn1c2ccc(Br)cc2c2cc(Br)ccc21 (stereo not drawn)
(26) COc1cc(C(=O)N(CCCO)Cc2cc3ccc(C)c(C)c3[nH]c2=O)cc(OC)c1OC
(27) Oc1ccc(-c2csc(-c3cccnc3)n2)c(O)c1
(28) O=C(CSc1nccc(=O)[nH]1)Nc1ccccc1Sc1ccccc1
(29) O=C(Nc1c(C(=O)N2CCCCC2)cnn1-c1ccccc1)c1ccccc1
(30) COC(=O)c1cccc(NC(=O)NC23CC4CC(CC(C4)C2)C3)c1

compound no.,23,24,25,26,27,28,29,30
V1R ag counter,0.4,3.4,0.5,1.3,-0.2,2.2,-0.8,2.2
M1 PAM parental,16,8,8,22,25,7,3,-3
CHO parental Ca,-32,-11,-4,-5,-4,4,-14,-5
GPR7 antag,3,-1,-5,-10,-8,-1,-11,5
OXTR potentiator,-6,-6,-1,-3,-10,-17,-6,-20
CHO-K1 Ca antag,-6,3,-6,-5,-11,4,-4,10
CHO-K1 Ca ag,0.1,0.5,0.6,0.4,1.8,4.4,0.2,0.0
TAAR1 antag,-8,2,33,-6,8,8,15,28
OXTR agonist,-0.1,1.8,2.0,0.4,0.3,-0.7,-1.0,2.6

(31) CC1(CCc2ccccc2)NC(=O)N(CC(=O)Nc2c(F)cccc2F)C1=O (stereo not drawn)
(32) COc1ccccc1NC(=O)C1CCN(C(=O)NCc2ccccc2)CC1
(33) O=C(CCc1ccccc1)Nc1ccccc1

compound no.,31,32,33
V1R ag counter,-0.3,0.5,0.5
M1 PAM parental,10,-2,0
CHO parental Ca,-14,-10,-4
GPR7 antag,.,-4,-12
OXTR potentiator,5,-3,4
CHO-K1 Ca antag,-7,-13,-3
CHO-K1 Ca ag,0.0,0.6,-0.3
TAAR1 antag,2,12,4
OXTR agonist,0.4,0.0,-0.2

The list goes on:
(37) Cn1c(-c2cc3c(C(F)(F)F)nn(C)c3s2)n[nH]c1=S
(38) Cc1cc(NC(=O)COC(=O)COc2ccc(C(=O)c3ccccc3)cc2)no1
(39) Cc1c[nH]c(=O)c([N+](=O)[O-])c1
(40) CCOC(=O)c1nn(-c2ccc(C)cc2)c2nc(Nc3ccccc3)cc(=O)n12
(41) O=C(CCNC(=O)Cn1ccc2ccccc2c1=O)NCCCN1CCN(c2ccc(F)cc2)CC1
(42) CNC(=O)c1ccccc1NC(=O)c1c(O)c2c([nH]c1=O)CCCC2
(43) COc1ccc(N2CCN(S(=O)(=O)CCNC(=O)c3cc(=O)c4ccccc4o3)CC2)cc1
(44) Cc1ccc2nc(C(Cl)(Cl)Cl)nc(N/N=C/c3ccc([N+](=O)[O-])cc3)c2c1

compound no.,37,38,39,40,41,42,43,44
V1R ag counter,1.0,2.6,2.8,-0.6,0.5,0.3,0.6,.
M1 PAM parental,7,16,18,17,-2,14,-12,4
CHO parental Ca,0,-11,-8,-3,-1,-1,-19,.
GPR7 antag,-23,10,-12,-6,-11,-1,2,.
OXTR potentiator,0,-9,0,-5,-12,-1,-5,.
CHO-K1 Ca antag,-2,-6,-5,-1,1,-9,13,-6
CHO-K1 Ca ag,-0.3,2.4,0.6,0.0,0.1,0.7,-0.1,0.7
TAAR1 antag,-1,11,-2,2,7,-3,-8,-14
OXTR agonist,1.1,1.8,1.5,1.2,-0.5,-0.3,-0.2,.
